Screens deposited in PubChem BioAssay by several laboratories.
GDH-TPI counter = counter-screen for M. tuberculosis FBA inhibitors: GDH-TPI coupled enzymes; GDH-TPI coupled enzyme counterscreen, NADH absorbance; inhibition, % at 4.8 µM; 360,000 tested, 1.2% active; AID 588335; in the data active = inhibition above about 30%;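 also: 0% = DMSO wells and 100% = wells lacking the enzyme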
BoNT F protease = inhibitors of Botulinum neurotoxin F light chain protease; Multiplex microsphere protease cleavage assay, flow cytometry; inhibition, % at 10 µM; 360,000 tested, 0.22% active; AID 588497; in the data active = inhibition above about 35%, passing the limit was not always enough; inconclusive = no clear call, values can overlap the other calls; also: plate controls were buffer without enzyme for full effect and enzyme alone for no effect
Mtb UGM inh = inhibitors of M. tuberculosis UDP-galactopyranose mutase. purified UGM, fluorescence polarization probe displacement. inhibition, % at 10 µM. 320,000 tested, 0.06% active; in the data active = inhibition above about 10%, passing the limit was not always enough; inconclusive = no clear call, values can overlap the other calls
Target sequence (P9WIQ1 whole entry, looked up): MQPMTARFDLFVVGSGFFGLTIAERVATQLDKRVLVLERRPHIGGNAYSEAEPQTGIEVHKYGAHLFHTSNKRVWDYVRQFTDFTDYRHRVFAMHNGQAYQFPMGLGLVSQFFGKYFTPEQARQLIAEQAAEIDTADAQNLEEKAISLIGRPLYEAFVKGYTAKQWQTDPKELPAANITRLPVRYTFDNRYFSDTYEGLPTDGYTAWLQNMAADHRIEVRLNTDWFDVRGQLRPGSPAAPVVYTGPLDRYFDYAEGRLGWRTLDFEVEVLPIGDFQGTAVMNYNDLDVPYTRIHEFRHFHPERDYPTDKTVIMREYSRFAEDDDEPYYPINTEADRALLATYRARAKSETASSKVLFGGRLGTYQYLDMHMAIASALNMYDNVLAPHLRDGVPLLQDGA
BoNT A protease = blocks Botulinum neurotoxin A light chain protease | multiplex microsphere protease substrate cleavage, flow cytometry | inhibition, % at 10 µM | 360,000 tested, 0.17% active; also: plate controls were buffer without enzyme for full effect and enzyme alone for no effect
FBA Mtb inh = Mtb fructose-bisphosphate aldolase inhibition; purified M. tuberculosis FBA, fluorescence read-out; P9WQA3; 360,000 tested, 2.3% active; inhibition, % at 1 µM; in the data active = inhibition above about 27%;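 also: 0% = vehicle and 100% = reference inhibitor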
Target sequence (P9WQA3 whole entry, looked up): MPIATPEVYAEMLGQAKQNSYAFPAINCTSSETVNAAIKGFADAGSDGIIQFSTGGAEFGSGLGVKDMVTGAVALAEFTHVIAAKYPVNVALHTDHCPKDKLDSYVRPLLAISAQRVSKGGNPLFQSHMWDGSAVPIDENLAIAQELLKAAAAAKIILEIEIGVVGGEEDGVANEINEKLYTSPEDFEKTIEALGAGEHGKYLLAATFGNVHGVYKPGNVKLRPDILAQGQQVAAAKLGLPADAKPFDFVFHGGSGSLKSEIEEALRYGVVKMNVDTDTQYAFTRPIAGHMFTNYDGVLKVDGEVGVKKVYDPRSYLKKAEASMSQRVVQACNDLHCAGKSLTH
BioA inh = BioA (M. tuberculosis) enzyme inhibition | purified M. tuberculosis BioA enzyme, plate reader | inhibition, % at 9.99 µM | 360,000 tested, 0.096% active | AID 602481; in the data active = inhibition above about 40%; inconclusive = no clear call, values can overlap the other calls
FadD28 binding = blocks FadD28 binding to the bisubstrate probe. fluorescence polarization. inhibition, % at 12.5 µM. 360,000 tested, 0.22% active; in the data active = inhibition above about 8.5%, passing the limit was not always enough; inconclusive = no clear call, values can overlap the other calls
PfHsp40 yeast = compounds rescuing yeast from Plasmodium falciparum HSP40 toxicity | S. cerevisiae expressing PfHsp40, growth rescue, ATP luminescence | growth rescue, % at 12.5 µM | 340,000 tested, 0.68% active; in the data active = growth rescue above about 28%, passing the limit was not always enough; inconclusive = no clear call, values can overlap the other calls;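 also: yeast W303a lacking pdr1 and pdr3 grown in galactose medium; growth measured after three days at 30 °C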
Anthrax LF prot = blocks Bacillus anthracis lethal factor protease; AID 588501; inhibition, % at 10 µM; multiplex microsphere protease cleavage assay, LF; 360,000 tested, 0.12% active; also: plate controls were buffer without enzyme for full effect and enzyme alone for no effect
The depositor's hits bear a star; ? = inconclusive; . = not tested or not shown; + = active, no number. Rule as the data show it, unless noted: active = inhibition above about 30%; inconclusive = no clear call, values can overlap the other calls; inactive = below that.

SMILES	GDH-TPI counter	BoNT F protease	Mtb UGM inh	BoNT A protease	FBA Mtb inh	BioA inh	FadD28 binding	PfHsp40 yeast	Anthrax LF prot
COc1ccc(-c2cnc3c(NC(C)=O)cc(-c4cc(F)ccc4OC)cn23)cc1OC	8	-8	.	0.2	10	0.4	-0.9	.	-1
O=C1CC(N2CCC(c3nc4ccccc4o3)CC2)C(=O)N1c1cc(Cl)cc(Cl)c1 (configuration not stated)	-1	-1	0.6	0.9	-7	-1.3	-4.5	0.4	-1
Cc1cccc(-n2c(/C=C/c3ccccn3)nc3ccccc3c2=O)c1	23	?	3.4	-2.9	-3	0.3	-4.3	-0.5	-12
Cc1ccccc1OCC(=O)Nc1cccc2nsnc12	0	-8	0.3	2.2	9	-1.3	-1.5	1.1	-2
CC(C)n1c(SCc2cc(=O)[nH]c3ccccc23)nc2c1c(=O)n(C)c(=O)n2C	-7	-2	2.5	0.2	-6	1.2	-0.4	0.0	-4
CC(=O)Oc1ccc2cc(-c3cccnc3)c(=O)oc2c1	16	-2	.	0.2	+	.	-2.9	-0.4	1
Cc1cc(=O)n2nc(N3CCCC(C(=O)NCc4ccccc4)C3)sc2n1 (configuration not stated)	2	-9	1.0	-0.6	-1	-0.4	-1.3	0.3	-6
CCOc1ccccc1N(CC(=O)O)S(=O)(=O)c1ccccc1	7	16	3.4	0.1	4	-0.4	-1.4	-0.6	1
O=C1c2ccccc2C(=O)C1c1ccc2ccccc2n1	7	-15	3.2	?	0	-1.4	-0.9	3.9	?
O=S1(=O)CC2(N3CCOCC3)CCCCC21 (configuration not stated)	-4	1	-2.1	1.5	5	0.3	-1.0	0.2	-2
O=C(Nc1nccs1)c1ccc(F)c(S(=O)(=O)N2CCOCC2)c1	5	2	-1.8	-1.2	-1	-0.7	-5.9	-2.6	3
CCCCN(C(=O)c1cccc(-n2cccc2)c1)c1c(N)n(CCC)c(=O)[nH]c1=O	-5	5	5.3	-2.6	1	-1.4	0.8	1.0	0
COC1=CC=C2[C@H]3Cc4ccc(OC)c5c4[C@@]2(CCN3C)C1O5 (some centres not stated)	0	5	.	0.0	5	-1.9	1.0	-0.5	6
Cc1nn(CCC#N)c2[nH]c(=O)cc(C(F)(F)F)c12	7	-3	0.1	-0.3	5	0.9	-2.1	-0.2	-3
CCN1CCN(c2ccc(S(=O)(=O)N3CCOCC3)cc2NC(=O)c2cc(Cl)nc3ccccc23)CC1	7	-10	-0.7	-2.2	-2	.	-2.6	1.5	-3
O=C(Oc1ccc(N(Cc2cccs2)C2=NS(=O)(=O)c3ccccc32)cc1)c1ccco1	-5	?	1.5	-0.1	-2	-0.9	-4.9	-0.4	2
CC(C)(C)NCC(O)c1cc(Cl)c(N)c(Cl)c1 (configuration not stated)	10	4	2.3	0.6	-2	1.6	-2.9	-0.4	-9
CCCn1c(N2CCN(Cc3cccc(C)c3)CC2)nc2c1c(=O)[nH]c(=O)n2C	5	-6	1.2	-0.3	4	-0.9	0.1	0.4	3
Cc1ncc(CN2CCCC(C(=O)c3sccc3C)C2)s1 (configuration not stated)	5	0	3.3	-1.4	1	.	-3.3	-1.1	-4
COc1ccc(C(=O)CSc2nncn2C)cc1	0	-11	0.5	0.0	2	0.6	-3.3	-0.5	-2

Sorted by count of non-hydrogen atoms (high to low): 10 of the compounds above.
SMILES	GDH-TPI counter	BoNT F protease	Mtb UGM inh	BoNT A protease	FBA Mtb inh	BioA inh	FadD28 binding	PfHsp40 yeast	Anthrax LF prot
COc1ccc(-c2cnc3c(NC(C)=O)cc(-c4cc(F)ccc4OC)cn23)cc1OC	8	-8	.	0.2	10	0.4	-0.9	.	-1
O=C1CC(N2CCC(c3nc4ccccc4o3)CC2)C(=O)N1c1cc(Cl)cc(Cl)c1 (configuration not stated)	-1	-1	0.6	0.9	-7	-1.3	-4.5	0.4	-1
CCCn1c(N2CCN(Cc3cccc(C)c3)CC2)nc2c1c(=O)[nH]c(=O)n2C	5	-6	1.2	-0.3	4	-0.9	0.1	0.4	3
Cc1cc(=O)n2nc(N3CCCC(C(=O)NCc4ccccc4)C3)sc2n1 (configuration not stated)	2	-9	1.0	-0.6	-1	-0.4	-1.3	0.3	-6
O=C(Nc1nccs1)c1ccc(F)c(S(=O)(=O)N2CCOCC2)c1	5	2	-1.8	-1.2	-1	-0.7	-5.9	-2.6	3
COC1=CC=C2[C@H]3Cc4ccc(OC)c5c4[C@@]2(CCN3C)C1O5 (some centres not stated)	0	5	.	0.0	5	-1.9	1.0	-0.5	6
CC(=O)Oc1ccc2cc(-c3cccnc3)c(=O)oc2c1	16	-2	.	0.2	+	.	-2.9	-0.4	1
Cc1nn(CCC#N)c2[nH]c(=O)cc(C(F)(F)F)c12	7	-3	0.1	-0.3	5	0.9	-2.1	-0.2	-3
COc1ccc(C(=O)CSc2nncn2C)cc1	0	-11	0.5	0.0	2	0.6	-3.3	-0.5	-2
O=S1(=O)CC2(N3CCOCC3)CCCCC21 (configuration not stated)	-4	1	-2.1	1.5	5	0.3	-1.0	0.2	-2

Going on with the list:
SMILES	GDH-TPI counter	BoNT F protease	Mtb UGM inh	BoNT A protease	FBA Mtb inh	BioA inh	FadD28 binding	PfHsp40 yeast	Anthrax LF prot
CCOc1ccc(CCNC(=O)C2CC(=O)N(Cc3ccc(C)cc3)C2)cc1OCC (configuration not stated)	4	4	-2.9	0.1	6	.	-1.8	0.1	1
COc1ccc(OC)c(C2=NOC(C(=O)Nc3ccccc3SC)C2)c1 (configuration not stated)	11	-9	-0.4	0.1	7	-4.4	1.6	3.2	6
CC(C(=O)NC1=NCCS1)N1C(=O)c2ccccc2C1=O (configuration not stated)	10	-7	-4.0	-1.9	-7	-2.4	-3.6	1.3	-4
COc1cc2nc(SCc3ccc(C(F)(F)F)cc3)n(Cc3cccs3)c(=N)c2cc1OC	5	6	0.7	0.3	1	.	-2.0	-0.4	-16
COCCn1c(Cc2ccccc2)nnc1SC(C)C(=O)NC1CC1 (configuration not stated)	7	-7	-0.1	0.4	1	0.4	-1.5	0.2	5
CCc1ccc(OCC(=O)N(CC)CC)cc1	-12	-2	-0.6	0.0	1	.	-4.8	-0.1	-4
COc1cc(C2=NOC(C(=O)Nc3c(C)n(C)n(-c4ccccc4)c3=O)C2)cc(OC)c1OC (configuration not stated)	0	4	0.9	0.4	-7	1.4	-3.0	-0.5	-1
Cc1c(Cl)c([N+](=O)[O-])nn1CC(=O)NCC1CCCO1 (configuration not stated)	-9	0	0.8	-0.8	2	-0.7	-3.8	-1.0	-3
CC(=O)c1sc(NC(=O)C(C)C)nc1C	10	-4	-1.1	-0.1	4	-0.8	-0.6	-0.1	1
COc1ccc(OC)c2[nH]c(=O)c(CCNC(=O)Cc3cccs3)cc12	7	-4	-2.8	-0.3	2	.	1.1	-0.6	1
Cc1ccccc1Nc1nnc(SCC(=O)c2c(N)n(C)c(=O)n(C)c2=O)s1	2	1	-0.8	-0.5	4	.	-2.1	-0.8	0
O=C(O)CCNC1CCCCC1	7	3	1.1	-1.4	-1	.	-1.0	-1.1	-5
CC(NC(=O)Cn1nc(C(=O)O)c2ccccc2c1=O)C12CC3CC(CC(C3)C1)C2 (configuration not stated)	3	3	-1.0	-0.3	-1	2.3	-0.5	0.6	-6
Cc1c(O)ccc2c(O)c(NC(=O)c3ccc4c(c3)CCC(C)(C)O4)c(=O)oc12	15	8	-1.0	0.2	-3	.	-2.2	-0.5	-2
Cc1cc(NC(=O)CCC(=O)N(CC(=O)NCC2CCCO2)c2ccc(C(C)C)cc2)no1 (configuration not stated)	-7	-1	-2.0	0.8	0	-4.3	-0.3	0.5	0
C=CCNC(=S)NS(=O)(=O)c1cccs1	1	-1	0.3	-0.6	0	-0.5	-1.9	-1.8	-11
COc1ccc(NC(=O)C2CCCN(S(=O)(=O)c3ccc4c(c3)CCCN4C(C)=O)C2)cc1 (configuration not stated)	5	5	1.6	-0.7	1	0.5	-2.4	0.1	2
O=C(Nc1cccc(C(=O)N2CCOCC2)c1)c1ccccc1Br	-2	11	-1.8	-0.8	2	-2.4	-1.4	-1.3	3
Cc1cc(C)nc(N(C#N)Cc2ccccc2)n1	11	-4	2.7	0.2	-8	1.9	-1.9	0.6	3
Cc1[nH][nH]c(=O)c1C(c1ccc(N(C)C)c(Br)c1)c1c(C)[nH][nH]c1=O	1	4	4.7	0.6	-4	.	0.1	-1.2	0

SMILES	GDH-TPI counter	BoNT F protease	Mtb UGM inh	BoNT A protease	FBA Mtb inh	BioA inh	FadD28 binding	PfHsp40 yeast	Anthrax LF prot
COc1ccc(OC)c(NS(=O)(=O)c2cc3c4c(c2)CCN4C(=O)CC3)c1	4	5	.	-1.6	1	.	-0.6	0.6	-3
CCNC(=O)C1CCCc2c1[nH]c1ccc(Cl)cc21 (configuration not stated)	5	12	-1.0	1.7	2	.	0.1	1.2	3
N#Cc1ccc(OCC(=O)N(C2CCCCC2)C2CCS(=O)(=O)C2)cc1 (configuration not stated)	4	-6	1.0	0.1	-1	-1.1	-1.9	1.0	0
O=C(OCC(=O)c1ccc(Cl)cc1Cl)c1ccc2c(c1)C(=O)N(c1cccc3ncccc13)C2=O	0	5	1.6	0.2	4	-2.0	-0.4	-0.5	-1
CCCS(=O)(=O)N1CCC(C(=O)NC2CCCC(C)C2C)CC1 (configuration not stated)	7	2	-0.2	-0.1	1	-0.8	-0.4	-0.7	-10
CC(C)CSC1=NSC2=NC(=O)/C(=C\c3ccccc3)C(=N)N12	1	-10	.	-0.5	2	.	-0.5	0.2	-5
Cc1nc2ccccc2nc1OCc1ccccc1	7	4	-1.6	0.9	4	0.0	-2.2	-0.9	0
Oc1cc(OCc2ccccc2)ccc1-c1[nH]ncc1-c1ccccc1	6	-6	-2.8	-0.3	6	-1.5	-5.9	?	-4
O=S(=O)(c1ccc(Br)cc1)c1nc(-c2ccco2)oc1NCCCn1ccnc1	14	0	.	-1.8	3	.	-2.6	-1.0	-8
COC(C(=O)Nc1ccc(S(=O)(=O)Nc2cccc3ccccc23)cc1)c1ccccc1 (configuration not stated)	-7	-5	-0.9	-0.6	-2	.	-2.1	2.2	2
CC(OC(=O)c1ccco1)C(=O)NC1CCCCC1 (configuration not stated)	-1	-2	2.4	-0.3	-5	-0.2	-3.8	-0.1	-5
COc1cccc(CC(=O)NC2CCSc3ccccc32)c1 (configuration not stated)	15	4	5.2	1.1	-1	0.0	-2.8	-0.5	-1
O=C(c1ccccc1Br)N1CCN(c2ncccn2)CC1	3	-8	6.7	-2.4	4	-1.1	-0.2	0.2	-6
